15-hLO-2 inh = qHTS Assay for Inhibitors of 15-hLO-2 (15-human lipoxygenase 2) | Potency, µM (titrated, usually from 57.1 µM), for the others: at the top dose activity change, negative = inhibition, usual class: inhibitors | actives 0.56% (n = 110,000) | purified 15hLO-2, xylenol orange hydroperoxide absorbance; further: potency means the concentration at half of the fitted maximal effect; nearly all actives have a fitted effect of over 60% in size; many of its hits are not listed in these tables
Target sequence (O15296 whole entry, looked up): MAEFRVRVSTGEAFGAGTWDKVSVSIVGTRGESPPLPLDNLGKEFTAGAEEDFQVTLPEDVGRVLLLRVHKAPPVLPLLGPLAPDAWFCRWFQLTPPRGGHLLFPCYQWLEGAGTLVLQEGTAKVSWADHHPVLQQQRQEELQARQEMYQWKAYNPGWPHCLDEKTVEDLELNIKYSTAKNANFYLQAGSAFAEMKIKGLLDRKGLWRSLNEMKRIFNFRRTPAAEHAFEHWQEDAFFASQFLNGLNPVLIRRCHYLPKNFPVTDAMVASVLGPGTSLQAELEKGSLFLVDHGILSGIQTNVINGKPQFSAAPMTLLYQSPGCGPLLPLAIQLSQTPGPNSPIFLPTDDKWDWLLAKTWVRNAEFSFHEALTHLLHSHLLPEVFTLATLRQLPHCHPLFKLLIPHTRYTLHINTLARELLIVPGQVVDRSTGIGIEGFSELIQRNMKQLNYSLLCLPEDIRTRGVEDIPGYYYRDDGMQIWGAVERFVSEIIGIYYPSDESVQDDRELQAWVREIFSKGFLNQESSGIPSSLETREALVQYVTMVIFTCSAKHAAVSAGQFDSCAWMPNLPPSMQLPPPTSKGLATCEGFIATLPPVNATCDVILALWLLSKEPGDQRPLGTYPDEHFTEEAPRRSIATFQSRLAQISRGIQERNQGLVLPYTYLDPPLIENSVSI
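Read-out: hydroperoxide product oxidises ferrous iron, measured as xylenol orange complex via the 573-to-405 nm absorbance ratio after 30 min. Reaction: 50 nM enzyme, 15 min compound preincubation, 45 uM arachidonic acid, 90 min RT, Hepes pH 7.5 with Triton X-100.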
IMPase inh = qHTS Assay for Identifying the Cell-Membrane Permeable IMPase Inhibitors; CHO-M1 cells, IP1 accumulation, HTRF TR-FRET ratio; 120,000 tested, under 10 active; inhibition (IP1 accumulation), % at 46.1 µM; Inositol monophosphatase 1 (Rattus norvegicus), P97697; active means well fitted curve in the direction sought with a large enough effect in the signal ratio, not every such curve was filed as active; inconclusive means small, poorly fitted or top-dose-only effect, or a change in a side signal; inactive means no such curve, though single readings can be large or run the other way; the % refers to the signal ratio;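 further: cells stimulated with carbachol in lithium chloride buffer; plate controls were DMSO basal wells for no effect and reference inhibitor wells for full effect; higher means more IMPase inhibition seen as more IP1 and lower FRET ratio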
Target sequence (P97697 whole entry, looked up): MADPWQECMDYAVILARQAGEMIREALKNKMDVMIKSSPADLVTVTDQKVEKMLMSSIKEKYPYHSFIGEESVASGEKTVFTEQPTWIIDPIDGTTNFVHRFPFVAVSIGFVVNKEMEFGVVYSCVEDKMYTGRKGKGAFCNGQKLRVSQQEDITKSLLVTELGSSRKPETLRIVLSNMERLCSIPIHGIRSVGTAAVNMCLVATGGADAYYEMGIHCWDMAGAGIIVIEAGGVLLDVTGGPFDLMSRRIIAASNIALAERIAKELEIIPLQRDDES
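In this qHTS, compounds (final up to 46 uM) act on CHO-M1 cells that are then activated through the M1 receptor with carbachol, in pH 7.4 buffer containing 50 mM LiCl, for 30 min. IP1 accumulation is quantified by the IP-One immunoassay.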
ALOX12 inhib = qHTS Assay for Inhibitors of 12-hLO (12-human lipoxygenase); Polyunsaturated fatty acid lipoxygenase ALOX12 (Homo sapiens), P18054; purified 12-hLO, xylenol orange hydroperoxide absorbance; Potency, µM (top dose mostly 57.1 µM), inactives show top-dose activity change, negative = inhibition, usual class: inhibitors; actives 0.12% (n = 150,000); AID 1452, 2008; further: potency means the concentration at half of the fitted maximal effect; nearly all actives have a fitted effect of over 55% in size; many of its hits are not listed in these tables
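Hydroperoxide formation by human 12-lipoxygenase from 40 uM arachidonic acid was followed colorimetrically via ferric-xylenol orange complex, using the 573/405 nm absorbance ratio. Enzyme concentration was 150 nM, with 30 min reaction at room temperature.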
PNC assembly inh = High Content Assay for Compounds that inhibit the Assembly of the Perinucleolar Compartment; activity change (PNC), negative = inhibition, % at 10 µM; actives 3.1% (n = 140,000); AID 2417, 2010; PC3M PTB-GFP, PNC prevalence imaging, 16 h; active compounds read low;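 active means readout at or below -70, meaning at least 70% loss of cells showing the perinucleolar compartment, a nuclear body marking cancer cells; inconclusive means readout between -30 and a set limit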;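 further: plate controls were DMSO wells for no effect and camptothecin positive control wells for full effect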
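Read-out is percentage of cells bearing a perinucleolar compartment, from automated 20x imaging of fixed, Hoechst-stained PC3M PTB-GFP cells. Cells were seeded 4 h, then exposed 16 h to compound (23 nl of library stock) in duplicate plates.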
Starred values were filed as active, the others as inactive; u = inconclusive; x = not tested or not shown; [ ] = dose if it differs, or a comment. Unless noted, the call rests on the fitted dose curve; in most records, active means well fitted curve in the direction sought with a large enough effect; inconclusive means small, poorly fitted or top-dose-only effect, or another doubt; inactive means no such curve, though single readings can be large; an effect the other way counts as inactive or inconclusive. Unless noted, on the % scale 0 is the no-effect control and ±100 the full control effect. Rows were taken by chance (roughly 3.1% active in at least one column).

SMILES	15-hLO-2 inh	IMPase inh	ALOX12 inhib	PNC assembly inh
Cc1cc(C)c(S(=O)(=O)Nc2cccc3nsnc23)c(C)c1	1.5%	1.1	-7.0%	-4.9
CC1=C(C(=O)OCc2ccccc2)C(c2cccnc2)c2c(n(C)c(=O)n(C)c2=O)N1 (stereo unspecified)	4.4%	4.9	-3.4%	27.8
N#C/C(=C\c1cn[nH]c1-c1ccc(Cl)cc1)C(=O)NCc1ccccc1	5.2%	2.5	-18.1%	u
CC(O)c1nc2ccccc2n1CCOc1ccccc1 (stereo unspecified)	x	12.1	-5.6%	84.5
Cc1ccc(-c2cc3nc(C)cc(NCc4ccco4)n3n2)cc1	25.7%	-4.1	2.8%	-104.1*
CN1C2CCC1/C(=C\c1ccccc1)C(=O)/C2=C\c1ccccc1	10.8%	13.6	1.6%	30.9
CC1CCN(CC(=O)Nc2sc3c(c2C#N)CCC3)CC1	-13.9%	7.0	-6.7%	8.6
Cc1cc(C)n(-c2ccc(C(=O)Nc3ccccc3N3CCOCC3)cc2)n1	5.0%	u	-6.9%	-27.0
O=C(CNCC1CCCO1)Nc1ccccc1-n1cccc1 (stereo unspecified)	x	-6.9	-2.6%	u
C/C(=N/NC(=O)c1ccc(NC(=O)c2ccc(F)cc2)cc1)c1ccccc1	-12.5%	4.5	-1.1%	48.8
CC1CCN(c2nc(-c3ccncc3)nc3ccccc23)CC1	25.6%	2.6	-10.8%	u
CC(C)(C)c1cc(-c2ccco2)c(C#N)c(SCC#N)n1	0.2%	-9.6	-0.2%	8.5
CCCC1(C(=O)O)NC(c2cccc(OC)c2O)C2C(=O)N(c3ccccc3)C(=O)C21 (stereo unspecified)	17.2%	7.5	3.2%	-21.7
Cc1cc(=O)c2ccccc2[nH]1	x	-5.8	4.8%	2.9
COc1cccc(C(=O)N2CCN(Cc3ccccc3[N+](=O)[O-])CC2)c1	x	x	-2.6%	u
CCc1ccc2c(c1)[C@]1(C(=O)N2)[C@@H]2C(=O)N(Cc3ccccc3)C(=O)[C@@H]2[C@@H]2CCCN21	-13.7%	23.0	-22.7%	u
CSc1cccc(NC(=O)c2ccccc2N(C)S(C)(=O)=O)c1	4.3%	1.4	4.2%	2.0
CCOC(=O)c1cn(Cc2ccccc2)nn1	x	x	0.7%	u
O=C(N/N=C/c1ccc(O)cc1)c1cc[n+](Cc2ccccc2)cc1	x	-6.5	-0.1%	-14.5
C[n+]1cccc(C(=O)NCC2CCCO2)c1 (stereo unspecified)	x	x	-0.6%	-18.8
Cc1nnc(Nc2ccccc2)n(N)c1=O	5.5%	10.1	3.5%	2.1
COc1cc(N=c2ssnc2Cl)cc(OC)c1OC	25.1µM*	0.1	u	u
COCCNCC(=O)NC12CC3CC(CC(C3)C1)C2	15.0%	-0.4	6.9%	27.1
CC1(C)CSC(=NCc2ccccc2)N1C(=O)c1cccc([N+](=O)[O-])c1	x	-0.9	2.5%	15.8
CC(=O)c1cnn(-c2cc(Oc3ccc(F)cc3)ncn2)c1C	-1.9%	5.9	-4.1%	11.8

In the list so far, three have two or more sulfur atoms.
SMILES	15-hLO-2 inh	IMPase inh	ALOX12 inhib	PNC assembly inh
Cc1cc(C)c(S(=O)(=O)Nc2cccc3nsnc23)c(C)c1	1.5%	1.1	-7.0%	-4.9
CSc1cccc(NC(=O)c2ccccc2N(C)S(C)(=O)=O)c1	4.3%	1.4	4.2%	2.0
COc1cc(N=c2ssnc2Cl)cc(OC)c1OC	25.1µM*	0.1	u	u

The listing picks up, starting 3 compounds before the break.
SMILES	15-hLO-2 inh	IMPase inh	ALOX12 inhib	PNC assembly inh
COCCNCC(=O)NC12CC3CC(CC(C3)C1)C2	15.0%	-0.4	6.9%	27.1
CC1(C)CSC(=NCc2ccccc2)N1C(=O)c1cccc([N+](=O)[O-])c1	x	-0.9	2.5%	15.8
CC(=O)c1cnn(-c2cc(Oc3ccc(F)cc3)ncn2)c1C	-1.9%	5.9	-4.1%	11.8
O=C(O/N=C1\CCS(=O)(=O)c2sccc21)c1ccccc1	x	1.6	10.0%	u
COc1ccc(/C=C/C(=O)OCC(=O)Nc2ccc(OC)c(S(=O)(=O)N3CCCCC3)c2)cc1	x	-1.8	-1.6%	4.0
COC(=O)CCC(=O)Nc1sc2c(c1C#N)CCCC2	-11.1%	7.1	-13.8%	u
CC(C)(C)C1CCc2onc(C(=O)Nc3cccnc3)c2C1 (stereo unspecified)	4.1%	-0.9	-6.3%	-6.0
Cc1sc(NC(=O)Cn2[nH]c(=O)c3ccccc3c2=O)nc1-c1ccccc1	x	x	0.1%	-3.0
N#Cc1nc(-c2ccco2)oc1N1CCN(c2ccccc2)CC1	-8.4%	-13.4	-3.5%	3.9
Cn1c(=O)oc2cc(S(=O)(=O)N3CCN(Cc4ccc5c(c4)OCO5)CC3)ccc21	0.6%	-6.8	-2.6%	59.5
O=C(CN1CCC(n2nnc3cc(F)ccc32)CC1)NNC(=O)c1ccccc1	-0.7%	4.4	12.1%	39.4
Cc1ccc2nc(-c3sc4nc(C)ccc4c3N)[nH]c2c1	x	-23.6	-14.8%	84.1
COc1cc(CCC(=O)OCC(=O)Nc2cccc(S(N)(=O)=O)c2)cc(OC)c1OC	x	x	3.8%	17.9
COC(=O)C1=C(C)OC(N)=C(C#N)C1c1ccccc1F (stereo unspecified)	-1.7%	1.1	-7.0%	28.7
NC(=S)N=Nc1c(O)n(Cc2ccc(Br)cc2)c2ccccc12	x	1.1	1.6%	-16.4
CSC1=NCCN1C(=O)c1cccc(Br)c1	3.4%	-2.8	-2.8%	16.6
Cn1ncc([N+](=O)[O-])c1C(=O)Nc1nccs1	x	x	-1.8%	-105.5*
COc1ccc(-c2nc(SC)n(C)c(=O)c2C#N)cc1OC	4.2%	15.8	-2.6%	-24.6
Cc1ccc(C(=O)CS(C)(=O)=O)cc1	-1.1%	9.1	2.1%	-16.7
Cn1c(=O)c2c(-c3ccccc3)n(CCCN3CCOCC3)cc2n(C)c1=O	-5.7%	1.2	-3.9%	32.9
CCOC(=O)c1cccc(Nc2ncnc3ccc(C)cc23)c1	2.8%	6.5	-2.3%	-7.0
c1cc2ccc3ccc(-n4cnnn4)c4ccc(c1)c2c34	u	-6.8	7.9%	u
O=C1Cn2c(nc3ccccc32)N1c1ccccc1F	-2.2%	0.8	2.1%	-101.6*
COc1ccccc1OCCn1cc(C(=O)c2ccco2)c2ccccc21	-4.0%	12.8	-15.3%	26.6
CC(C)OCCCn1c(=S)[nH]c2ncccc2c1=O	0.5%	-4.5	0.4%	11.5
O=C(COC(=O)CNC(=O)c1sc2ccccc2c1Cl)Nc1c(Cl)cc(Cl)cc1Cl	x	x	-2.2%	-26.1
O=C(Cc1coc2ccc3ccccc3c12)N1CCCC1	-5.4%	4.4	1.4%	2.6
Cc1nc2ccccc2cc1C(=O)NCc1ccco1	-8.8%	2.5	-2.4%	-26.2
Other results.
SMILES	15-hLO-2 inh	IMPase inh	ALOX12 inhib	PNC assembly inh
CCN(CC)Cc1cc(CC(C(N)=O)C(N)=O)ccc1OC	3.9%	9.2	-4.3%	-28.3
Cc1cc(OCc2nn[nH]n2)c2c(C)c(Cc3ccccc3)c(=O)oc2c1	-21.8%	-2.3	-6.8%	7.2
Cc1cc(C)cc(NC(=O)c2ccc(Cn3nc(C)c(Cl)c3C)o2)c1	x	x	-10.1%	-6.8
CN(c1ccc(OCC(=O)Nc2ccc3[nH]c(=O)[nH]c3c2)cc1)S(=O)(=O)c1ccc(Cl)cc1	u	3.1	-6.1%	30.4
Cc1[nH]c2ccccc2c1C(c1ccccn1)N1CCC(C)CC1 (stereo unspecified)	u	10.0	0.2%	46.9
COC(=O)c1cccc(NC(=O)CN(c2ccc3c(c2)OCO3)S(C)(=O)=O)c1C	-1.6%	16.8	0.7%	39.3
CCCn1c(-c2ccc(F)cc2)nc2c(NCCCCN3CCCC3)nc(C)nc21	1.5%	x	3.2%	x
COc1ccc(-n2nnnc2SCC(=O)NCCc2ccc(OC)c(OC)c2)cc1	4.0%	4.4	-2.4%	-29.9
NC(=O)c1sc2nc3c(c(-c4cccnc4)c2c1N)CCC3	x	4.1[0.369 µM]	4.4%	-0.2
Cc1ccc(S(=O)(=O)N(C)CC(=O)Nc2nc3ccccc3s2)cc1	-3.6%	u	-18.2%	u
O=[N+]([O-])c1ccc(N2CCN(S(=O)(=O)Cc3ccccc3)CC2)cc1N1CCOCC1	-15.6%	9.0	-0.5%	10.5
Cc1nn2c(N)c(C#N)cnc2c1-c1ccccc1	x	5.1	-5.3%	-81.8*
CCOCCCNC(=O)CN1C(=O)/C(=C\c2ccc(C)cc2)Sc2ccccc21	x	x	-0.2%	u
Cc1ccccc1NC(=O)CSc1nc(N)c(C#N)c(-c2cccs2)c1C#N	u	u	-5.8%	u
Cc1ccc(C(=O)C2CCN(CC(=O)Nc3ccc(N(C)C)cc3)CC2)cc1	6.3%	7.6	-5.2%	u
Cn1c(=O)c2c(nc(NCc3ccc4c(c3)OCO4)n2Cc2ccccc2)n(C)c1=O	-12.8%	12.1	-6.6%	35.5
CCOC(=O)C1CCCN(CC(=O)Nc2c(F)c(F)c(F)c(F)c2F)C1 (stereo unspecified)	4.8%	4.5	-8.5%	-7.2
COc1ccc(C2CC(C(F)(F)F)n3ncc(C(=O)NCC4CCCO4)c3N2)cc1OC (stereo unspecified)	-8.0%	u	0.1%	u
CCCCn1c(CCCNC(=O)CC)nc2ccccc21	0.0%	4.6	-2.0%	9.9
Cc1cc(C)c(NC(=S)NC(=O)c2c(Cl)c(C)nn2C)c([N+](=O)[O-])c1	x	x	3.1%	u
Cc1ccc(CNC(=O)c2sc3nc4c(c(C(F)(F)F)c3c2N)CCC4)cc1	-8.9%	0.3	-7.6%	u
CCSc1nnc(-c2ccncc2)n1Cc1ccccc1	-0.5%	-7.2	1.4%	18.8
Cc1cc(C(=O)N/N=C/c2c[nH]c3ccccc23)c(C)o1	x	5.5	-4.5%	-0.9
CC1=C(/C=C/C(C)=C/C=C/C(C)=C/C=C/C=C(C)/C=C/C=C(C)/C=C/C(=O)[C@]2(C)CC(O)CC2(C)C)C(C)(C)CC(O)C1 (stereo partly specified)	23.5%	x	-2.8%	x
S=c1[nH]nc(COc2ccc3ccccc3c2)o1	x	1.6	0.2%	-27.2
COc1ccc(Cn2c(=O)c3c(nc(NCCO)n3C)n(C)c2=O)cc1	-0.8%	-0.8	1.1%	-9.6

Single records (already shown):
CCCCn1c(CCCNC(=O)CC)nc2ccccc21 is listed with 15-hLO-2 inh = 0.0%; IMPase inh = 4.6; ALOX12 inhib = -2.0%; PNC assembly inh = 9.9
Cc1cc(OCc2nn[nH]n2)c2c(C)c(Cc3ccccc3)c(=O)oc2c1 is listed with 15-hLO-2 inh = -21.8%; IMPase inh = -2.3; ALOX12 inhib = -6.8%; PNC assembly inh = 7.2
CCCn1c(-c2ccc(F)cc2)nc2c(NCCCCN3CCCC3)nc(C)nc21 is listed with 15-hLO-2 inh = 1.5%; IMPase inh = x; ALOX12 inhib = 3.2%; PNC assembly inh = x
